Casp1 inh = qHTS Assay for Allosteric/Competitive Inhibitors of Caspase-1 | Potency, µM (series often up to 57.5 µM), for the others: top-dose activity change, negative = inhibition, hits mostly inhibitors | AID 900, 2007 | Caspase-1 enzyme, Ac-WEHD-AFC fluorogenic rate | hit rate 0.03% among 75,000;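 further: potency means the concentration at half of the fitted maximal effect; plate controls were vehicle for no effect and no substrate for full effect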
Target sequence (P29466 120-297 limits assumed): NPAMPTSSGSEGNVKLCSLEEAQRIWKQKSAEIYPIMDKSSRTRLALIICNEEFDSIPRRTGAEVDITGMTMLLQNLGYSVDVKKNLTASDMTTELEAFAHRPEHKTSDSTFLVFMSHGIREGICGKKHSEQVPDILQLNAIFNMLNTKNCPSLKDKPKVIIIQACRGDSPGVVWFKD
Target sequence (P29466 317-404 limits assumed): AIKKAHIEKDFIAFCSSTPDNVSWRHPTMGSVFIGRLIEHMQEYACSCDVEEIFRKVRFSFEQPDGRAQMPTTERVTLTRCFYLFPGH
USP2a inhib = qHTS Assay for Inhibitors of Ubiquitin-specific Protease USP2a. USP2a enzymatic assay, qHTS inhibition. hit rate 0.1% among 60,000. Ubiquitin carboxyl-terminal hydrolase 2 (Homo sapiens), O75604. Potency, µM (highest dose often 38.3 µM), inactives show at the highest dose activity change, negative = inhibition, usual class: inhibitors;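 further: potency means the concentration at half of the fitted maximal effect; nearly all actives have a fitted effect of over 60% in size; plate controls were DMSO for no effect and NEM full inhibition control for full effect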
Target sequence (O75604 whole entry, looked up): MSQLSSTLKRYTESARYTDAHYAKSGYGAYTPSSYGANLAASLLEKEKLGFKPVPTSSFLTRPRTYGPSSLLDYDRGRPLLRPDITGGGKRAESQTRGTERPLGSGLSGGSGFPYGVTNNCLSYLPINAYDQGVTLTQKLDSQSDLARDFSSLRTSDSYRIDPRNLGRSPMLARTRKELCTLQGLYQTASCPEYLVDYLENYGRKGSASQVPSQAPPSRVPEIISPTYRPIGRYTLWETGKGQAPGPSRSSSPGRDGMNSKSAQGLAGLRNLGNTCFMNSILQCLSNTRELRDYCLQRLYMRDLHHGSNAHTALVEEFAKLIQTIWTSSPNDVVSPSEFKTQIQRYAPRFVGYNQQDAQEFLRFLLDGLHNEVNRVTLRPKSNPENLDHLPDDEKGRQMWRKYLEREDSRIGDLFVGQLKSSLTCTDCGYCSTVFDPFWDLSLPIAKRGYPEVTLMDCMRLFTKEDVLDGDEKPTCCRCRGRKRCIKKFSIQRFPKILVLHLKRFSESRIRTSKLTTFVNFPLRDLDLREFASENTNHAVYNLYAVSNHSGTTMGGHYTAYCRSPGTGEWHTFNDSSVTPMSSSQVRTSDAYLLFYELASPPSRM
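Coupled readout: USP2-cleaved Ub-PLA2 (20nM final) turns over NBD C6-HPC (20uM final), Ex 460nm/Em 535nm after 2.5 h, time-zero read flagging artifacts. Enzyme (20nM final, pH 8.0 Tris) given 30 min RT with compound first; NEM defines full inhibition.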
UbGFP stabilizer = Ubiquitin-GFP Assay; Ubiquitin-GFP reporter cells, proteasome inhibition, GFP fluorescence; response scale: untreated = 0%, 10 µM MG-132 = 100%; Potency, µM (doses to about 45.9 µM), inactives show at the highest dose activation (GFP accumulation), hits mostly activators; 67,000 tested, under 10 active; active means well fitted activation curve with a large enough effect, not every such curve was filed as active; inconclusive means small, poorly fitted or top-dose-only effect, or another doubt; inactive means no such curve, though single readings can be large or run the other way; further: potency means the concentration at half of the fitted maximal effect
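Reporter cells (U2OS, ubiquitin-G76V-GFP fusion) are plated overnight, then treated 4 hr at 37 °C with compound titrations from 46 uM down to 2.9 nM. Activity is scaled against untreated cells and 10 uM MG-132.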
HEK293 cAMP cs = qHTS Assay for Agonists of the Thyroid Stimulating Hormone Receptor: Activators of Intracellular cAMP Concentrations in Parental HEK 293; parental HEK293 CNG cAMP sensor, membrane potential fluorescence; Potency, µM (highest dose often 57.1 µM), for the others: top-dose activation, usual class: activators; hit rate 2.5% among 73,000; further: potency means the concentration at half of the fitted maximal effect; % of control where 0% means no effect; nearly all actives have a fitted effect of over 55% in size
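Counterscreen for endogenous-receptor signalling: CNG-channel HEK 293 cells report cAMP rise by membrane depolarization. After 60 min dye equilibration with 100 uM RO 20-1724, compounds incubated 30 min before bottom-read fluorescence at 590 nm.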
Epigenetic mod = qHTS Assay for Epigenetic Modulators; AID 597, 2007; hit rate 0.09% among 68,000; mouse C127i GFP locus derepression, cytometry, 30 h; Potency, µM (top dose mostly 46.1 µM), without a hit: at the highest dose GFP derepression (activation); further: % of control where 0% means no effect
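Derepression screen: silenced CMV-GFP reporter in murine C127i cells, 30 h compound incubation at 37 C, washed cells imaged by laser-scanning cytometer to enumerate GFP-expressing objects of 20 to 120 um.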
BRCT inh green = qHTS Assay for Inhibitors of BRCT-Phosphoprotein Interaction (Green Fluorophore) | BRCA1 BRCT-phosphopeptide binding, green fluorescence polarization | Potency, µM (titrated, usually from 76.9 µM), for the others: at the top dose activity change, negative = inhibition, most hits filed as inhibitors | hit rate 0.05% among 75,000 | AID 875, 2007;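 further: potency means the concentration at half of the fitted maximal effect; plate controls were peptide without protein for full effect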
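Fluorescence polarization: His-tagged BRCT (~35 kDa BRCA1 C-terminus, 250 nM) bound to 100 nM fluorescein-labeled phosphorylated 10-aa BACH1 peptide, pH 7.3 phosphate buffer with DTT and Tween 20. Compounds incubated 12 min at room temperature; inhibition read as lowered polarization.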
BRCT inh red = qHTS Assay for Inhibitors of BRCT-Phosphoprotein Interaction (Red Fluorophore); Potency, µM (titrated, usually from 76.9 µM), for inactives: at the highest dose activity change, negative = inhibition, hits mostly inhibitors; AID 892, 2007; BRCT-phosphopeptide binding, red fluorescence polarization; hit rate 0.03% among 75,000; Breast cancer type 1 susceptibility protein (Homo sapiens), P38398; further: on the % scale 0 is the no-effect control and ±100 the full control effect
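Rhodamine-labelled pBACH1 10-mer (100 nM) bound to BRCT domain (100 nM) at pH 7.3; compounds incubated 12 min room temperature, polarization read. Free peptide defines full inhibition; unlabelled decapeptide titrated as control.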
Casp7 inh = qHTS Assay for Allosteric/Competitive Inhibitors of Caspase-7; P55210; recombinant caspase-7, Ac-DEVD-AFC fluorescence rate; Potency, µM (doses to about 57.5 µM), inactives show at the highest dose activity change, negative = inhibition, hits mostly inhibitors; hit rate 0.02% among 75,000; active means well fitted inhibition curve with a large enough effect in the main read-out, with a control signal flat, not every such curve was filed as active; inconclusive means small, poorly fitted or top-dose-only effect, or a change in a side signal; further: potency means the concentration at half of the fitted maximal effect; % of control where 0% means no effect
4-MU autofl = qHTS Assay for Spectroscopic Profiling in 4-MU Spectral Region; AID 589, 2007; compound autofluorescence, 340/450 nm, 4-MU equivalents; hits give high values; hit rate 11% among 59,000; max dye-equivalent concentration, M; in the data active means max dye-equivalent concentration above about 10 nM; inconclusive means mostly about 1.1 nM to 9.6 nM
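Compounds in 100 mM Tris, pH 8.0, incubated 15 min at room temperature, then fluorescence read at 340 nm excitation/450 nm emission. Signal converted to 4-MU dye-equivalent concentration using an on-plate six-point 4-MU standard curve.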
A350 fluor = qHTS Assay for Spectroscopic Profiling in A350 Spectral Region; hit rate 11% among 59,000; max dye-equivalent concentration, M; Compound autofluorescence, 340/450 nm, Alexa 350 dye-equivalents; hits give high values; AID 590, 2007; in the data active means max dye-equivalent concentration above about 10 nM; inconclusive means mostly about 1.1 nM to 9.6 nM
Fluorescein fluor = qHTS Assay for Spectroscopic Profiling in Fluorescein Spectral Region | Compound autofluorescence, 480/540 nm, fluorescein-equivalent; hits give high values | max fluorescein-equivalent concentration, M | hit rate 0.91% among 59,000; in the data active means max fluorescein-equivalent concentration above about 10 nM; inconclusive means between about 1.1 nM and that limit
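Each compound is tested across a concentration series in 100 mM Tris buffer at pH 8.0. After 15 min at room temperature, plates are imaged with 480 nm excitation and 540 nm emission filters, and intensities are converted to fluorescein-equivalent values.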
Active calls of the source: *; i = inactive; ? = inconclusive; . = not tested or not shown; & = joins results of further samples; [ ] = dose if it differs, or a comment. Unless noted, the call rests on the fitted dose curve; in most records, active means well fitted curve in the direction sought with a large enough effect; inconclusive means small, poorly fitted or top-dose-only effect, or another doubt; inactive means no such curve, though single readings can be large; an effect the other way counts as inactive or inconclusive. A portion of the library; count on the stated rates, not on these rows.

canonical_smiles	Casp1 inh	USP2a inhib	UbGFP stabilizer	HEK293 cAMP cs	Epigenetic mod	BRCT inh green	BRCT inh red	Casp7 inh	4-MU autofl	A350 fluor	Fluorescein fluor
CN1CCc2cc(O)c(O)cc2[C@H](c2ccccc2)C1	2%	-3%	10%	5%	-1%	1.1%	1.1%	-2%	i	i	?
N#Cc1cccc(-c2nc3cnc(Nc4ccccc4)nc3n(C[C@H]3CCCO3)c2=O)c1	?	134%[activator]	-8%	-6%	5%[9.22 µM]	10%	1.5%	-13%	i	i	1.3e-08M*
O=C(Oc1ccc2c(c1)CN(Cc1ccccc1)CO2)c1ccccc1	-1%[11.5 µM]	.	5%[9.17 µM]	28%[11.4 µM]	3%[9.22 µM]	0.9%[15.4 µM]	-0.1%[15.4 µM]	1%[11.5 µM]	i	i	i
O=C(COc1ccc(Cl)cc1Cl)Nc1ccc2nc3n(c(=O)c2c1)CCCC3	0%	42%[activator]	3%	22%	2%	-0.5%	-5.2%	-4%	i	i	i
COc1ccc2c(c1)cc(C(=O)O)n2C	1%	-10%	-2%	5%	5%	0.2%	-0.3%	3%[0.00368 µM]	i	?	i
CC(=O)Nc1ccc(S(=O)(=O)N2CCN(C3CCCCCCC3)CC2)cc1	0%	25%	5%	18%	1%	-1.2%	-0.3%	0%	i	i	i
Cc1nc(NC(C)C)c2oc3ccccc3c2n1	0%	-8%	8%	4%	0%	-2.3%	-2.0%	-1%	i	i	?
Cc1ccc(C(=O)OCc2nnc(-c3ccccc3)o2)o1	-1%	7%	0%	22%	-1%	-5.4%	-2.0%	-1%	i	i	i
COc1ccc(-c2nn(C)c(=O)c3ccccc23)cc1NC(=O)Cn1nc(C)c2ccccc2c1=O	-2%	16%	-2%	2%	-3%	2.9%	1.7%	-2%	i	i	i
CCOc1ccc(-c2nnn(CC(=O)NCc3ccc(OC)cc3)n2)cc1OCC	-2%	.	-2%	8%	-1%	-1.1%	-0.8%	1%	i	i	i

The list goes on.
canonical_smiles	Casp1 inh	USP2a inhib	UbGFP stabilizer	HEK293 cAMP cs	Epigenetic mod	BRCT inh green	BRCT inh red	Casp7 inh	4-MU autofl	A350 fluor	Fluorescein fluor
COCCNC(=O)C(c1ccc(C)o1)N(Cc1ccc(OC)cc1)C(=O)Cn1nnc2ccccc21 (stereo not drawn)	0%	.	-1%	3%	0%	1.0%	2.3%	1%	i	i	i
OCc1ccccc1CNCc1ccccc1	-3%	-9%	2%	18%	1%	-1.7%	0.8%	-1%	i	i	?
CCOC(=O)Cn1c(CCC(=O)O)ccc1-c1ccc(F)cc1	0%	.	7%	12%	-2%	1.0%	1.1%	-6%	.	.	.
NC(=O)C(F)(F)C12OC3C4C5CC(C6C5C3C61)C42 (stereo not drawn)	0%	-4%	-1%	8%	-2%	-3.5%	1.1%	0%	i	i	?
CC1CCc2nc(N)c(C#N)c(-c3cccnc3)c2C1 (stereo not drawn)	-4%	.	4%	13%	.	0.6%	-4.1%	-1%	.	.	.
COC(=O)Cn1c(CN2CCOCC2)nc2c1c(=O)[nH]c(=O)n2C	-1%	.	-11%	12%	.	-0.4%	0.0%	-1%	.	.	.
CCCCCOC(=O)CSc1nnc(-c2ccccc2)c(=O)[nH]1	-2%	-7%	1%	18%	0%	-1.9%	0.1%	0%	i	i	i
O=c1[nH]c2ccccc2nc1NCCN1CCOCC1	-1%	0%	-3%	22%	0%	-0.9%	-1.9%	-3%	?	?	?
O=C(c1oc2ccccc2c1N1CCCCC1)N1CCCCC1	0%	-8%	0%	?	0%	-0.3%	0.3%	-1%	i	i	i
CC(=O)N[C@@H](Cc1c[nH]c2ccccc12)C(=O)OCc1cc(C(F)(F)F)cc(C(F)(F)F)c1	-4%	9%	1%&-4%	-8%&2%	-1%&-1%	-1.8%	-3.1%	-7%	i	i	?

Filtered by structure: the entries above with sulfur.
canonical_smiles	Casp1 inh	USP2a inhib	UbGFP stabilizer	HEK293 cAMP cs	Epigenetic mod	BRCT inh green	BRCT inh red	Casp7 inh	4-MU autofl	A350 fluor	Fluorescein fluor
CC(=O)Nc1ccc(S(=O)(=O)N2CCN(C3CCCCCCC3)CC2)cc1	0%	25%	5%	18%	1%	-1.2%	-0.3%	0%	i	i	i
CCCCCOC(=O)CSc1nnc(-c2ccccc2)c(=O)[nH]1	-2%	-7%	1%	18%	0%	-1.9%	0.1%	0%	i	i	i

Back to the main list, starting 2 compounds before the break.
canonical_smiles	Casp1 inh	USP2a inhib	UbGFP stabilizer	HEK293 cAMP cs	Epigenetic mod	BRCT inh green	BRCT inh red	Casp7 inh	4-MU autofl	A350 fluor	Fluorescein fluor
O=C(c1oc2ccccc2c1N1CCCCC1)N1CCCCC1	0%	-8%	0%	?	0%	-0.3%	0.3%	-1%	i	i	i
CC(=O)N[C@@H](Cc1c[nH]c2ccccc12)C(=O)OCc1cc(C(F)(F)F)cc(C(F)(F)F)c1	-4%	9%	1%&-4%	-8%&2%	-1%&-1%	-1.8%	-3.1%	-7%	i	i	?
Cc1cccc(NC(=O)CS(=O)(=O)c2c[nH]c3ccccc23)c1C	-3%	5%	-4%	17%	0%	1.9%	0.2%	1%	i	i	i
CC1=C(C(=O)OCc2ccc3c(c2)OCO3)C(c2ccccc2)NC(=O)N1 (stereo not drawn)	0%	7%	3%	10%	5%	2.1%	-0.8%	0%	.	.	.
Cn1c(=O)c(-c2ccc(F)cc2)nc2cncnc21	-14%	-8%	-1%	9%	8%[9.22 µM]	-0.7%	-0.1%	-17%	?	?	?
O=C(NCc1ccccn1)Nc1ccc(F)cc1	-2%	9%	-4%	-6%	-1%	0.4%	0.2%	0%	i	i	i
COC(=O)N1CCC[C@@]2(CCN(C(=O)Nc3cccc(F)c3)C2)C1	-4%	1%	-16%	7.9µM*	0%[9.22 µM]	-2.9%	-0.8%	0%	i	i	i
Cn1c(=O)c2c(ncn2CC(=O)NCc2cccnc2)n(C)c1=O	1%	-3%	-3%	0%	-2%	-1.6%	0.1%	1%	.	.	.
CN(CC(=O)Nc1ccc(F)c(F)c1F)c1cnccn1	-3%	-4%	-2%	1%	-2%	0.4%	-0.1%	-17%	?	?	i
COc1ccc([C@H](O)c2ccccn2)cc1	0%[11.5 µM]	.	0%[9.17 µM]	4%[11.4 µM]	4%[9.22 µM]	0.6%[15.4 µM]	0.3%[15.4 µM]	1%[11.5 µM]	i	i	i
Cc1cc(-n2c(C)cc(C(=O)CSc3ccc4c(c3)OCCO4)c2C)no1	-7%	2%	0%	?	0%	2.3%	1.4%	-3%	i	i	i
C=C(C)COc1ccc(-c2nc(N)nc(C)c2Oc2ccccc2OC)c(O)c1	-1%	3%	-6%	-5%	0%	-1.6%	-0.4%	-1%	i	?	i

(cont.)
canonical_smiles	Casp1 inh	USP2a inhib	UbGFP stabilizer	HEK293 cAMP cs	Epigenetic mod	BRCT inh green	BRCT inh red	Casp7 inh	4-MU autofl	A350 fluor	Fluorescein fluor
Cc1ccc(C(=O)COC(=O)CNC(=O)c2ccco2)cc1	-3%	2%	9%	-6%	-2%	-0.9%	0.4%	-1%	i	i	i
NC(=O)C1CCN(C(=O)CN(c2cccc(C(F)(F)F)c2)S(=O)(=O)c2ccccc2)CC1	-2%	22%	5%	8%	5%	-1.5%	-1.6%	1%	.	.	.
COC(=O)c1ccccc1NC(=O)c1ccc(NS(C)(=O)=O)cc1	0%	-9%	5%	0%	3%	0.4%	-0.8%	0%	i	?	i
c1ccc(-c2cc(-c3nc(-c4cccnc4)no3)c3ccccc3n2)cc1	-1%	1%	0%	-2%	-4%	2.2%	-1.0%	0%	.	.	.
Cc1ccccc1C(=O)Nc1ccc2c(c1)OCO2	-4%	-1%	4%	4%	0%	-0.1%	0.7%	0%	?	?	i
CCOc1ccc(N2CCn3c2nc2c3c(=O)n(CCc3ccccc3)c(=O)n2C)cc1	-2%	1%	-4%	-1%	2%	-0.8%	0.4%	1%	i	i	?
O=C(Nc1ccc(S(=O)(=O)N2CCCC2)cc1Cl)C1=COCCO1	-1%	0%	1%	6%	0%	0.6%	0.1%	-1%	i	i	i
Cc1cccc(Cn2c(N3CCCCC3C)nc3c2c(=O)[nH]c(=O)n3C)c1 (stereo not drawn)	-4%	.	4%	?	.	-4.4%	-1.4%	-3%	.	.	.

Compound activity as filed in PubChem BioAssay.
